CXCR6 block – inhibitors of human CXCR6 receptor; CHO-K1 PathHunter CXCR6 beta-arrestin, luminescence; inhibition, % at 20 µM; actives 0.36% (n = 360,000); O00574; in the data active = inhibition above about 34%, passing the limit was not always enough;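 also: antagonist mode with CXCL16 agonist at 10 nM final; 0% = 10 nM CXCL16 with DMSO and 100% = unstimulated wells without agonist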
Gli-Sufu antag – antagonists of Gli-Sufu signaling; actives 0.74% (n = 340,000); inhibition, % at 5 µM; AID 588413; Sufu-KO-LIGHT fibroblasts, Gli luciferase reporter luminescence;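 active = inhibition above about 55%, limit read from the data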;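 also: 0% = DMSO-treated cells and 100% = wells with medium but no cells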
697 NFkB inh – lowers PMA/ionomycin-induced NF-kB signal in 697 B cells | inhibition, % at 4 µM | actives 0.33% (n = 330,000) | 697 B-cell NF-kB luciferase reporter, 16 h; in the data active = inhibition above about 35%
UBC13 inh – blocks human UBC13 polyubiquitin chain formation. TR-FRET. AID 485273. inhibition, % at 20 µM. P61088. actives 0.47% (n = 330,000); in the data active = inhibition above about 45%, passing the limit was not always enough
Target sequence (P61088 whole entry, looked up): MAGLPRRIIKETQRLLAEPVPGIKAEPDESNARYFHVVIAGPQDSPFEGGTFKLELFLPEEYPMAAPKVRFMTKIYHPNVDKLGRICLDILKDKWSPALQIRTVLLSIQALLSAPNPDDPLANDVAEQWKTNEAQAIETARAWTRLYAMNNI
Jurkat NFkB inh – inhibitors of the PMA/ionomycin-induced NF-kB reporter in Jurkat cells; PMA/ionomycin-induced NF-kB luciferase reporter, luminescence; inhibition, % at 4 µM; actives 0.53% (n = 330,000); in the data active = inhibition above about 50%
CCR6 antagonist – CCR6 (human) receptor antagonism; CHO-K1 CCR6 PathHunter beta-arrestin, luminescence, CCL20-stimulated; inhibition, % at 20 µM; actives 0.49% (n = 340,000); AID 493098;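 active = compounds whose inhibition of the agonist-driven luminescence signal at 20 µM reaches about 50%, limit read from the data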;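 also: cells stimulated with CCL20 at 14 nM final; plate controls were DMSO with CCL20 for no effect and DMSO without agonist for full effect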
Target sequence (P51684 whole entry, looked up): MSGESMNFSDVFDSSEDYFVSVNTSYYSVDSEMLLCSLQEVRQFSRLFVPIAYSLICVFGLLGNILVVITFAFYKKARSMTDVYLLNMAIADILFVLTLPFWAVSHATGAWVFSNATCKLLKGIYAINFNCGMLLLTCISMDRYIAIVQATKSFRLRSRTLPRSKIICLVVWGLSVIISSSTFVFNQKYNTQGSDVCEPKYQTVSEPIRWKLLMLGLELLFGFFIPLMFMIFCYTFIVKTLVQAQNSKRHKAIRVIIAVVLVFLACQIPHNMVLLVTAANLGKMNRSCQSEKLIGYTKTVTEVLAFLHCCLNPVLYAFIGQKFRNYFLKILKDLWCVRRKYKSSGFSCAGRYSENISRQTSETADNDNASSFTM
APJ antagonist – blocks the human apelin receptor APJ; P35414; CHO-K1 APJ beta-arrestin complementation, luminescence; inhibition, % at 20 µM; actives 0.32% (n = 330,000); AID 2521;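 active = inhibition above about 40% at 20 µM, limit read from the data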;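 also: cells challenged with 10 nM apelin-13 agonist together with compound; plate controls were apelin-13 plus DMSO wells for no effect and DMSO wells lacking apelin-13 for full effect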
EBI2 antag – antagonists of human EBI2 receptor. EBI2 beta-arrestin recruitment, luminescence, 7a,25-OHC stimulated. inhibition, % at 5 µM. actives 0.81% (n = 360,000); in the data active = inhibition above about 38%;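 also: enzyme fragment complementation signal reports receptor beta-arrestin coupling in cells; 0% = agonist plus DMSO wells and 100% = wells without agonist; some results beyond the cut were filed as inactive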
Target sequence (P32249 whole entry, looked up, the tested form may be a part): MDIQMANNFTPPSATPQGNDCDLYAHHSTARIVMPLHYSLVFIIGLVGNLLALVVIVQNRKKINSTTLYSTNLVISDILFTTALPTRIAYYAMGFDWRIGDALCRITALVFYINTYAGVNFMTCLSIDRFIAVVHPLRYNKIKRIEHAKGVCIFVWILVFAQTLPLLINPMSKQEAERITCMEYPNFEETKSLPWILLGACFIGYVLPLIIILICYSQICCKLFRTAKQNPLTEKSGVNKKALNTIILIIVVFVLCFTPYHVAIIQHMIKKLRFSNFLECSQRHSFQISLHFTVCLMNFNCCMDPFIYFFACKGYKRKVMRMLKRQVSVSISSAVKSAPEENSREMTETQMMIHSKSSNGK
* marks the source's active call; other numbers are inactive results; nt = not tested or not shown.

SMILES	CXCR6 block	Gli-Sufu antag	697 NFkB inh	UBC13 inh	Jurkat NFkB inh	CCR6 antagonist	APJ antagonist	EBI2 antag
CCOCCCNS(=O)(=O)c1ccc(NC(=O)c2ccc(OC)c([N+](=O)[O-])c2)cc1	6	-12	25	7	13	15	15	-8
O=C(Cc1cccs1)NC(c1ccccc1)c1ccccc1	-2	-3	14	3	-6	7	8	1
COc1ccccc1NC(=O)c1c(Nc2ccccc2F)sc(C(=O)Nc2cccc(Cl)c2)c1N	6	0	11	-5	-9	12	2	6
CCC(C)C1NC(=S)N(Cc2ccccc2)C1=O (stereo unspecified)	-6	6	-18	-3	-5	16	4	0
CC1(c2cccs2)CC(c2cccs2)=C(C#N)C(=O)N1 (stereo unspecified)	0	-15	9	-7	2	0	-6	85*
CCCc1nc2oc3c(NCC(C)O)ncnc3c2c2c1CCCC2 (stereo unspecified)	3	-5	2	9	14	15	16	21
COCC(C)n1c(SCC(=O)c2cc(C)n(C)c2C)nc2ccccc2c1=O (stereo unspecified)	10	1	2	-8	-9	-2	-12	7
CC1(C)Cc2c(c(N3CCOCC3)nc3sc(-c4ccc(C(=O)O)o4)c(N)c23)CO1	-25	-1	4	-8	-1	-7	2	6
Cc1cccc(NC(=S)NCCc2ccccc2)c1C	4	-5	15	4	-5	9	9	-12
CCCNC(=O)Cc1c(C)n(C(=O)c2ccc(Cl)cc2)c2ccc(OC)cc12	3	6	-18	5	5	14	8	6
O=C1CC(N2CCN(S(=O)(=O)c3ccccc3F)CC2)C(=O)N1c1ccccc1Cl (stereo unspecified)	4	13	-5	-10	-11	10	-1	6
CCCc1cc(C(=O)N2CCCC(Cc3ccccc3C)(C(=O)OCC)C2)no1 (stereo unspecified)	0	-10	-10	-4	11	19	15	11
O=C(NCCCN1CCN(CCCNC(=O)c2ccccc2F)CC1)c1ccccc1F	-7	4	-4	0	1	5	-6	7
N#Cc1ccccc1S(=O)(=O)N1CCC(C(=O)NCc2ccccc2CN2CCCC2)CC1	1	9	-9	-10	-16	10	-17	-3
CC(C)Cc1nnc(NC(=O)CCC(=O)N2CCC(C)CC2)s1	-4	-6	-8	5	8	8	6	-2
O=C(Nc1ccc(N2CCN(C(=O)c3ccco3)CC2)cc1)c1cccc(F)c1	-1	0	-7	11	8	7	-10	-4
Cc1ccc(S(=O)(=O)N2CCCCC2)cc1NC(=O)COc1ccccc1F	7	25	-9	-3	3	12	13	5
CCCNc1nc(C)nc2c1cnn2CCc1ccccc1	-1	2	-27	-1	-35	0	-16	-9
Cc1cccc(C2c3[nH]c4ccccc4c3CCN2Cc2ccc(C)s2)n1 (stereo unspecified)	1	30	-14	-6	1	7	-12	9
O=C1c2ccccc2-c2nnc(-c3ccc(F)cc3)cc21	20	-115	-166	-56	-30	45	7	48*
Cc1onc(-c2c(Cl)cccc2Cl)c1C(=O)N1CCN(Cc2ccccc2)CC1	5	30	16	5	-2	-1	9	-8
Cc1cc(C)cc(Oc2ccccc2/C=C\C(=O)O)c1	-7	1	6	-4	8	-3	7	-4
CC(C)OC(=O)c1nnn(-c2nonc2N)c1CSc1ccccn1	-7	-5	9	4	6	-17	0	3
O=C(Nc1cccc(S(=O)(=O)N2CCCCCC2)c1)c1ccc2c(c1)OCO2	4	47	-3	-9	-18	32	-6	11
Cc1cccc(-c2nn(-c3ccccc3)cc2C(=O)Nc2cccc(S(=O)(=O)NC3=NCCC3)c2)c1	-12	-7	1	6	1	6	12	4
O=C(NNC(=O)C1CCCC1)c1ccc(F)cc1	-2	-23	15	4	-14	-6	4	-5
C1=CCC(CN2CCN(C3CCCCCC3)CC2)CC1 (stereo unspecified)	-2	10	-15	-2	-1	11	13	8
CCOC(=O)C1=C(C)N=C2SC(C)C(=O)N2C1c1ccccc1 (stereo unspecified)	4	-2	12	20	13	0	3	4
COc1cccc(-n2cnnc2SC(C)C(=O)NC2CCCC2)c1 (stereo unspecified)	5	-4	6	-2	-5	3	-5	-10
COc1ccc(-c2cccc(-c3cc(=O)oc4cc5c(cc34)OCO5)c2)cc1	8	-4	-14	nt	nt	18	nt	10
CCCc1nnc(SCC(=O)NC2CC2)n1C	-5	-7	20	6	-12	1	12	-15
CC(=O)c1ccc(N2CCN(C(=O)c3cn(Cc4ccccc4)nc3-c3cccnc3)CC2)c(F)c1	-1	9	-19	-9	12	16	1	6
Cc1ccc(N(C(=O)c2ccc(S(=O)(=O)N3CCOCC3)cc2)C2C=CS(=O)(=O)C2)cc1 (stereo unspecified)	0	-7	1	-6	9	1	5	-10
O=C(NCCCN1CCOCC1)c1ccc(CSc2ccc(Cl)cc2)cc1	6	57*	-27	-3	-13	18	8	8
O=S(=O)(N/N=C\c1cn(-c2ccccc2)nc1-c1ccccc1)c1ccccc1	4	-5	-5	4	3	-5	9	-2
O=C(N/N=C/c1ccc2c(c1)OCO2)C(=O)Nc1ccccc1Cl	2	28	1	10	-1	13	16	9
CCCCCn1c(N)c(-c2nc3ccccc3s2)c2c([N+](=O)[O-])nn(C)c(=O)c21	7	11	3	-38	-10	19	9	26
Cc1cccc(C(=O)Nc2cc(NC(=O)c3cccs3)ccc2C)c1	-20	-12	-59	-9	-26	2	-5	-14
O=C(O)CCS(=O)(=O)Cc1cccc(Cl)c1	0	-2	6	4	5	0	-1	-15
COCc1cc(C)nc(SCC[N+](C)(C)CC(=O)Nc2ccccc2)c1C#N	0	8	1	-2	-11	-8	-5	-16
CC(Oc1ccccc1)C(=O)N1CCC2(CC1)CC(=O)c1ccccc1O2 (stereo unspecified)	3	-5	-8	3	4	8	-16	13
CCc1sc(C(=O)Nc2ncccc2O)cc1C	-14	-87	-222	-10	-46	-1	18	-2
Cc1nn(C)c(C)c1CCC(=O)N1CCCC(N2CCN(c3ccc(F)cc3)CC2)C1 (stereo unspecified)	-19	4	4	-8	-2	-8	15	4
CCn1cnc2sc(C(=O)N3CCN(Cc4ccc5c(c4)OCO5)CC3)c(C)c2c1=O	nt	nt	9	-2	-8	nt	1	nt
O=C(Cn1cc2c(n1)CCCC2)NCC1CCCO1 (stereo unspecified)	-5	-5	5	7	12	-6	2	-6
COc1ccc2c(c1)NC(C)(C)C=C2C	-5	15	6	4	7	-4	-46	-9
Cc1cc(Cl)ccc1NC(=S)N1CCN(C(=O)C2CCCO2)CC1 (stereo unspecified)	6	-4	-9	-2	-7	-5	2	-11
COC(=O)C(C)(C)ONC(=O)Nc1ccc([N+](=O)[O-])cc1	0	-4	8	-3	-20	4	7	-9
Cn1c(SCC(=O)NCCc2ccccc2)ncc(C(=O)Nc2ccc(F)cc2)c1=O	8	11	7	38	-1	19	15	11
Cc1noc(C)c1C(=O)OCC(=O)c1c(N)n(CC(C)C)c(=O)n(C)c1=O	1	5	10	2	6	-2	2	2

2 of the compounds above, in CSV form.
canonical_smiles,CXCR6 block,Gli-Sufu antag,697 NFkB inh,UBC13 inh,Jurkat NFkB inh,CCR6 antagonist,APJ antagonist,EBI2 antag
Cc1nn(C)c(C)c1CCC(=O)N1CCCC(N2CCN(c3ccc(F)cc3)CC2)C1 (stereo unspecified),-19,4,4,-8,-2,-8,15,4
CCn1cnc2sc(C(=O)N3CCN(Cc4ccc5c(c4)OCO5)CC3)c(C)c2c1=O,nt,nt,9,-2,-8,nt,1,nt

Next section.
SMILES	CXCR6 block	Gli-Sufu antag	697 NFkB inh	UBC13 inh	Jurkat NFkB inh	CCR6 antagonist	APJ antagonist	EBI2 antag
CN(CCc1ccccn1)C(=O)Nc1cccc(Cl)c1	-4	-3	15	1	2	5	1	-1
CCOC(=O)C1=C(c2ccccc2)NC(=O)NC1c1cc(OC)c(OC)c(OC)c1 (stereo unspecified)	2	6	-1	-8	2	6	-67	-12
Cc1cc(=S)cc(C)n1CCO	-11	-9	-3	-14	-15	3	-11	1
NC(=O)c1sc2nccc(Nc3ccccc3)c2c1N	-17	-28	4	-11	-11	3	13	0
CC(C)NC1CS(=O)(=O)CC1O (stereo unspecified)	0	-2	7	-2	2	-8	12	-5
O=C(Nc1cccc([N+](=O)[O-])c1)c1ccc2nsnc2c1	10	2	-5	-5	-11	12	5	5
CCCc1ccc(OCc2nc(-c3ccc(NC(=O)c4cccs4)cc3)no2)cc1	-6	-45	-112	-11	19	9	-11	-11
COc1ccccc1N1CC(C(=O)Nc2ccc(S(=O)(=O)N3CCOCC3)cc2)CC1=O (stereo unspecified)	9	-5	4	-7	-5	-1	-7	-8
Cc1ccc(-n2c(C)c(C)c3c(N)ncnc32)cc1	-8	-2	-8	21	-6	23	8	-13
O=C(NNC(=O)C12CC3CC(CC(C3)C1)C2)[C@@H]1C[C@H]1c1ccccc1	1	-10	-3	-3	-13	8	8	-4
COC(=O)CN(C#N)c1nc(NCc2ccccc2)nc(OC)n1	-12	-2	-40	-5	-16	7	9	-1
Cc1cccc(CSc2ncccc2C(=O)O)c1	0	0	1	0	13	5	7	-12
O=S(=O)(Nc1ccc(Cl)nn1)c1ccccc1	4	-14	12	-4	2	6	7	-6
CC1CCc2c(nc3ncnn3c2N2CCN(c3ccccc3F)CC2)C1 (stereo unspecified)	-2	9	-19	-4	3	15	11	-4
CC(=O)Oc1ccc(Cl)cc1/C=C/c1ccc2ccccc2n1	2	-11	-149	11	-107	-22	-25	31
O=C(NC(=S)N1CCOCC1)c1ccc([N+](=O)[O-])cc1	7	-7	-9	3	-9	10	-3	-2
CCN(CC)c1ccc(/C=C(/C#N)C(=O)NCc2ccccc2)o1	7	-29	-16	-472	-21	17	5	12
O=C(CN(Cc1ccccc1)C(=O)CNS(=O)(=O)c1ccc(F)cc1)NCc1ccco1	-5	-28	1	9	2	5	5	-4
CN(Cc1ccno1)Cc1cn(Cc2ccccc2)nc1-c1ccc2c(c1)OCO2	6	9	1	5	6	16	6	6
CC(=O)c1nn(-c2cccc(Br)c2)cc1C(=O)c1ccc(Br)cc1	4	1	25	2	8	-4	-1	4
CCc1sc(N)nc1-c1ccccc1	4	6	-4	-6	-7	2	-1	3
Cc1cc(C(=O)Nc2sc(C)c(C)c2C#N)no1	13	-16	-43	-13	-21	20	35	-2
O=C(c1cc2ccccc2oc1=O)N(c1ccccc1)C1C=CS(=O)(=O)C1 (stereo unspecified)	0	-8	1	2	7	4	3	-12
COc1cc(C2C(C#N)=C(N)N(N(C)C)C3=C2C(=O)CCC3)cc(OC)c1OC (stereo unspecified)	-8	20	10	-1	-7	2	-19	-2
CC(N=c1ccccn1C(=O)Nc1ccc(Cl)cc1)c1ccco1 (stereo unspecified)	nt	-46	-64	0	-90	2	-1	nt
N#Cc1c2c(c(NCc3cccnc3)n3c1nc1ccccc13)CCC2	2	12	11	-10	-2	0	-5	0
CCOC(=O)c1c(NC(=S)N2CCOCC2)sc(C)c1C	8	-13	-21	7	-18	8	17	3
COc1ccc(CCC(=O)OCC(=O)Nc2ccc(C)c(S(=O)(=O)N(C)C)c2)cc1	1	-17	nt	nt	nt	17	nt	-11
CCN(CC)S(=O)(=O)c1ccc(C(=O)N2CCCCC2)cc1	-4	2	-3	-4	-6	-4	-31	-16
CC(=O)Nc1cc2c(cc1NC(=O)Cn1nc(-c3ccc(F)cc3)ccc1=O)OCCO2	6	-13	16	2	8	-6	5	3
Cc1nc(SCC(=O)N(C)C2CCCCC2)[nH]c(=O)c1Cc1ccccc1	-4	5	-7	0	8	8	7	1
CCCNC(=O)CN1C(=O)NC(CCSC)C1=O (stereo unspecified)	-3	0	7	11	-4	2	-6	5

Whole records as entered above:
`N#Cc1c2c(c(NCc3cccnc3)n3c1nc1ccccc13)CCC2` is entered as CXCR6 block = 2; Gli-Sufu antag = 12; 697 NFkB inh = 11; UBC13 inh = -10; Jurkat NFkB inh = -2; CCR6 antagonist = 0; APJ antagonist = -5; EBI2 antag = 0
`O=C(c1cc2ccccc2oc1=O)N(c1ccccc1)C1C=CS(=O)(=O)C1` (stereo unspecified) is entered as CXCR6 block = 0; Gli-Sufu antag = -8; 697 NFkB inh = 1; UBC13 inh = 2; Jurkat NFkB inh = 7; CCR6 antagonist = 4; APJ antagonist = 3; EBI2 antag = -12
`CCOC(=O)c1c(NC(=S)N2CCOCC2)sc(C)c1C` is entered as CXCR6 block = 8; Gli-Sufu antag = -13; 697 NFkB inh = -21; UBC13 inh = 7; Jurkat NFkB inh = -18; CCR6 antagonist = 8; APJ antagonist = 17; EBI2 antag = 3
